HepG2 tox = qHTS for Inhibitors of TGF-b: Cytotox Counterscreen; AID 588856, 2011; Potency, µM (series often up to 46.1 µM), for inactives: at the highest dose activity change, negative = cytotoxicity, most hits filed as cytotoxic; 410,000 compounds, 0.76% hits; HepG2 CAGA-GFP viability, ATP luminescence, 18 h; note: potency is the fitted concentration of half-maximal effect; some results filed as inactive show a strong effect at the top dose
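HepG2 CAGA-GFP cells (1000/well, DMEM with 1% FBS) received compound, then TGF-beta at 500 pg/mL final, and were incubated 18 hours at 37 degrees C. Viability was read by CellTiter-Glo luminescence. Media-only wells were set as complete cell-killing and DMSO as no toxicity.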
SW480 rereplic = A quantitative high throughput screen for small molecules that induce DNA re-replication in SW480 colon adenocarcinoma cells; SW480 DNA re-replication, Hoechst DNA content imaging, 48 h; Potency, µM (series often up to 46.1 µM), for the others: at the highest dose re-replication activation, most hits filed as activators; 340,000 compounds, 1.8% hits; AID 624297, 2012; note: potency is the fitted concentration of half-maximal effect; % of control where 0% means no effect; nearly all actives have a fitted effect of over 55% in size
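Image-based read-out: total Hoechst fluorescence of nuclei (405 nm excitation, 500-530 nm emission), with hits raising the fraction of high-intensity nuclei. SW480 colon cells incubated 48 hr with compounds at 37 C.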
IL1B secr inh = qHTS for Inhibitors of Inflammasome Signaling: IL-1-beta AlphaLISA Primary Screen | activity change, % at 57.5 µM | 360,000 compounds, 4.7% hits | THP-1 LPS/ATP IL-1B secretion, AlphaLISA, 16 h; active compounds read low; in the data active = activity change below about -50%; inconclusive = mostly about -30% to -49%; note: % is set by controls: 0 for no effect and ±100 for the full control effect
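THP-1 cells pretreated 1 hr with compounds (up to 57.5 uM final), then stimulated with LPS (250 ng/mL final) plus ATP (1.25 mM final); secreted IL-1B measured by AlphaLISA after 16 hr, decreased signal indicating inhibition.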
KB-3-1 cytotox = qHTS assay for MDR1-selective chemotherapeutics: Primary screen using the parental adenocarcinoma cell KB-3-1. Potency, µM (titrated, usually from 46.1 µM), without a hit: at the highest dose activity change, negative = cytotoxic, hits mostly cytotoxic. AID 1347075, 2019. 400,000 compounds, 1.4% hits. KB-3-1 viability, CellTiter-Glo ATP luminescence, 72 h; note: potency is the fitted concentration of half-maximal effect; % is set by controls: 0 for no effect and ±100 for the full control effect; nearly all actives have a fitted effect of over 60% in size
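Viability of parental KB-3-1 cells, measured by CellTiter-Glo luminescence, followed a 72 h incubation at 37 °C with pinned compounds in phenol-red-free DMEM containing 10% FBS.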
MCF10A rerep = A quantitative high throughput screen for small molecules that induce DNA re-replication in MCF 10a normal breast cells | MCF 10A DNA re-replication, Hoechst nuclear intensity, 48 h | Potency, µM (highest dose often 46.1 µM), without a hit: at the top dose activity, positive = re-replication, hits mostly activators | 350,000 compounds, 2.9% hits; note: potency is the fitted concentration of half-maximal effect; % of control where 0% means no effect; nearly all actives have a fitted effect of over 50% in size
HT1080NT lethal = qHTS for induction of synthetic lethality in tumor cells producing 2HG: qHTS for the HT-1080-NT fibrosarcoma cell line; HT-1080-NT fibrosarcoma viability, CellTiter-Glo ATP luminescence, 48 h; Potency, µM (top dose mostly 46.1 µM), inactives show at the top dose activity, negative = less viability, most hits filed as cytotoxic; 360,000 compounds, 1.6% hits;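 note: NT is the 2HG producing partner of a matched IDH1 knockdown line; potency is the fitted concentration of half-maximal effect; 0% = DMSO-treated cells and -100% = media-only wells without cells; nearly all actives have a fitted effect of over 55% in size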
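HT-1080-NT fibrosarcoma cells (2HG-overproducing), 750 cells/well in RPMI with 5% FBS, dosed after 2 h and incubated 48 h at 37C. CellTiter-Glo luminescence normalized to DMSO and no-cell wells; concentration-response curves fitted and classed.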
ATXN2 expr inh = Primary qHTS for Inhibitors of ATXN expression; HEK-293 ATXN2-luciferase reporter, luminescence, 24 h; Potency, µM (titrated, usually from 57 µM), for the others: top-dose activity change, negative = inhibition, most hits filed as inhibitors; 360,000 compounds, 0.72% hits; AID 1745845, 2022; note: potency is the fitted concentration of half-maximal effect; % is set by controls: 0 for no effect and ±100 for the full control effect; nearly all actives have a fitted effect of over 55% in size
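ATXN2-luciferase reporter cells (luciferase flanked by upstream and downstream ATXN2 gene portions) were treated 24 h at 37 °C with compounds at up to 57 uM. SteadyGlo luminescence gave expression; GF-AFC fluorescence gave viability.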
S2 tox = Viability Counterscreen for Primary qHTS for Inhibitors of ATXN expression; S2 cells (HEK-293 line with an ATXN2-luciferase reporter) viability, CellTiter-Fluor protease fluorescence, 24 h; Potency, µM (titrated, usually from 56.7 µM), most hits filed as cytotoxic; 400,000 compounds, 0.49% hits; AID 651635, 2014; note: potency is the fitted concentration of half-maximal effect; nearly all actives have a fitted effect of over 40% in size
HT1080 IDH1KD tx = qHTS for induction of synthetic lethality in tumor cells producing 2HG: qHTS for the HT-1080-IDH1KD cell line. HT-1080 IDH1 knockdown viability, ATP luminescence, 48 h. Potency, µM (series often up to 46.1 µM), for inactives: top-dose activity, negative = toxicity, actives largely listed as cytotoxic. 360,000 compounds, 2% hits. AID 686971, 2013;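 note: potency is the fitted concentration of half-maximal effect; 0% = DMSO wells and -100% = cell-free medium wells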
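Luminescent ATP read-out (CellTiter-Glo, 10 min at room temperature) after 48 h compound exposure at 37 °C gave viability of IDH1-knockdown HT-1080 cells. Activity was normalised to DMSO and cell-free wells, then fitted as concentration-response curves.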
The depositor's hits bear a star; i = inactive; ? = inconclusive; . = not tested or not shown; & = joins results of further samples; [ ] = remark or other dose. Unless noted, calls come from the whole dose curve; as a rule, active = well fitted curve in the direction sought with a large enough effect; inconclusive = small, poorly fitted or top-dose-only effect, or another doubt; inactive = no such curve, though single readings can be large; an effect the other way counts as inactive or inconclusive.

Structure,HepG2 tox,SW480 rereplic,IL1B secr inh,KB-3-1 cytotox,MCF10A rerep,HT1080NT lethal,ATXN2 expr inh,S2 tox,HT1080 IDH1KD tx
COc1cc(C2Nc3cc(Cl)c(S(N)(=O)=O)cc3S(=O)(=O)N2)ccc1OCc1ccccc1 (stereo unspecified),22%,-3%,22,15%,14%,14%,53%[activator],i,12%
COc1cc(CNC(=O)c2cc(-c3ccccc3)n[nH]2)cc(OC)c1OC,-19%,.,.,-3%,.,.,-4%,?,.
O=C(NCC1CCCCC1)C1(CC2CC(c3ccc(Cl)cc3)=NO2)CCNCC1 (stereo unspecified),-113%,-18%,?,?,?,?,?,.,-26%
CS/C(N)=N/N=C/c1ccc2c(c1)OCO2,-7%,-7%,-14,-20%,1%,-4%,21%,i,-7%
COc1ccc(C(CC(=O)N2CCOCC2)c2c(O)cc(OC)cc2OC)cc1 (stereo unspecified),12%&8%,-2%,7,7%,-6%,13%,9%,i,1%
O=C(Cc1cccs1)NCCc1csc(-c2ccccc2)n1,-18%,0%,10,1%,10%,2%,-4%,i,1%
CCC(=O)N(Cc1cc(=O)[nH]c2ccccc12)c1ccccc1C,-1%,-14%,16,-3%,-3%,-22%,6%,i,-1%
Cc1c(Cl)cccc1NC(=O)C(C)N(c1ccccc1)S(C)(=O)=O (stereo unspecified),-14%,.,.,13%,.,.,-7%,i,.
CCn1c(SCC(=O)N/N=C\c2ccccc2OCC(=O)O)nnc1-c1ccc(Cl)cc1,26%,26%,6,-5%,0%,0%,15%,i,-4%
CCN(C(=O)C(C)Sc1nnc(-c2ccncc2)n1C)C1CCCCC1 (stereo unspecified),-35%,-4%,-2,-7%,1%,0%,8%,i,0%
Oc1ccccc1/C=N/n1c(-c2ccccc2)n[nH]c1=S,-23%,-7%,33,7%,-1%,9%,-4%,.,12%
C(=N\Nc1nn[nH]n1)/c1ccccc1,2%,?,4,4%,28%,1%,-1%,i,4%
O=C(NS(=O)(=O)Oc1ccc(F)c(Cl)c1)OC[C@@H]1CCCN2CCCCC12 (stereo partly specified),2%,-3%,24,6%,-18%,4%,18%,i,5%
CC(CNC(=O)[C@@H](Cc1ccccc1)NC(=O)CC[C@H]1O[C@@H](n2ccc(=O)[nH]c2=O)[C@H](O)[C@@H]1O)c1ccccc1 (stereo partly specified),-12%,.,-66*,0%,.,22%,15%,i,13%
COc1cc2c(cc1OC)-c1cc(Nc3ccccc3Br)nc(=O)n1CC2,-3%,-6%,-8,8%,0%,-1%,4%,i,-1%
Cc1cc(C)c(C(=O)CSc2nc(C)cc(=O)[nH]2)c(C)c1,1%,6%,17,-6%,1%,-12%,5%,i,-18%
CNC(=O)c1c(NC(=O)CCS(=O)(=O)c2ccc(C)cc2)sc2c1CCN(C(=O)OC)C2,-12%,?,?,-6%,?,-2%,4%,i,-8%
O=C(NCc1ccncc1)[C@@H]1CCCN1C(=O)[C@H]1CCCN1C(=O)c1cccc2ccccc12,.,.,69,6%,.,4%,-19%,?,5%
CS(=O)(=O)N(CC(=O)Nc1cc(Cl)ccc1Cl)c1ccccc1,-25%,5%,4,0%,15%,6%,4%,i,6%
CC(O)C1C(=O)OC2(C)CC(C)(C)NC(=S)N12 (stereo unspecified),-7%,-4%,0,-4%,-1%,12%,-9%,i,13%

Compound profiles (already shown). Values in the order: HepG2 tox, SW480 rereplic, IL1B secr inh, KB-3-1 cytotox, MCF10A rerep, HT1080NT lethal, ATXN2 expr inh, S2 tox, HT1080 IDH1KD tx
`Cc1c(Cl)cccc1NC(=O)C(C)N(c1ccccc1)S(C)(=O)=O` (stereo unspecified) in the list: -14%, ., ., 13%, ., ., -7%, i, .
`CNC(=O)c1c(NC(=O)CCS(=O)(=O)c2ccc(C)cc2)sc2c1CCN(C(=O)OC)C2` in the list: -12%, ?, ?, -6%, ?, -2%, 4%, i, -8%
`COc1cc(CNC(=O)c2cc(-c3ccccc3)n[nH]2)cc(OC)c1OC` in the list: -19%, ., ., -3%, ., ., -4%, ?, .
`O=C(NS(=O)(=O)Oc1ccc(F)c(Cl)c1)OC[C@@H]1CCCN2CCCCC12` (stereo partly specified) in the list: 2%, -3%, 24, 6%, -18%, 4%, 18%, i, 5%

Additional compounds.
Structure,HepG2 tox,SW480 rereplic,IL1B secr inh,KB-3-1 cytotox,MCF10A rerep,HT1080NT lethal,ATXN2 expr inh,S2 tox,HT1080 IDH1KD tx
COC(=O)c1ccccc1NC(=S)N(Cc1ccc2c(c1)OCO2)Cc1cc2ccc(C)cc2[nH]c1=O,-2%,5%,-16,0%,0%,-7%,-18%,i,-5%
Cc1ccc(Cl)cc1NC(=O)Cn1c(=O)n(CCC(=O)N2CCc3ccccc3C2)c(=O)c2ccccc21,-3%,.,.,-1%,.,.,0%,i,.
CCCCOC(=O)CCNc1n[nH]c(=O)[nH]c1=O,1%,1%,-5,-14%,6%,1%,8%,i,2%
CN(C(=O)COC(=O)c1ccc(NS(=O)(=O)c2cccs2)cc1)C1CCCCC1,0%,?,21,4%,1%,5%,.,i,-5%
CC1CC1C(=O)OCC(=O)NC(=O)c1ccccc1 (stereo unspecified),1%,-2%,-10,21%,-1%,15%,-8%,i,-5%
CN(CC(=O)Nc1ccc(F)cc1)C(=O)c1cc2c(s1)CCCCC2,-5%,-94%[inhibitor],3,4%,20%,-8%,5%,?,-4%
Cc1cccc(C2=NN(c3ccc(Br)cc3)[C@@H](C(=O)N3CCOC3=O)[C@@H]2c2ccc(Cl)cc2)c1,-34%,8.2µM*,-15,0%,?,-11%,3%,.,-24%
C=CCNC(=S)N1CCOCC1,18%,-7%,0,-2%,1%,13%,-19%,i,18%
CCCNC(=O)CCCCn1c(=S)[nH]c2c([nH]c3ccc(OC)cc32)c1=O,15%,-28%,6,-5%,0%,-1%,.,i,4%
CCC1Oc2ccc(C)cc2N(CC(=O)NCC2CCCO2)C1=O (stereo unspecified),-3%,-20%,13,5%,-23%,?,-1%,i,14%
COc1ccc(NC(=O)COC(=O)c2cc([N+](=O)[O-])ccc2N2CCOCC2)cc1,-25%,8%,9,?,6%,-5%,-1%,i,-1%
C=C1CCN([C@@H](CC(C)C)C(=O)Nc2ccc(OC)cc2)S(=O)(=O)c2ccccc21,-11%,2%,3,15%,-4%,-2%,7%,?,2%
COC(=O)COc1ccc(-c2ccccc2)cc1C=O,-3%,4%,2,17%,14%,-7%,7%,i,-14%
COc1ccccc1CN1CC(C(=O)NCCn2ccc(C)n2)CCC1=O (stereo unspecified),5%,?,7,15%,12%,-2%,23%,i,10%
Cc1cccc(C(=O)Nc2ccc(C(=O)/C=C/c3ccncc3)cc2)c1,-52%,?,6,?,?,?,1%,i,?
O=C(OCc1cc(=O)n2nc(C3CC3)sc2n1)c1ccc(NC(=O)c2ccccc2F)cc1,7%,.,.,-1%,.,.,4%,i,.
Cc1cnc(CNC(=O)c2ccc3oc(Cc4ccccc4)nc3c2)[nH]1,1%,2%,-21,-23%,4%,-3%,-7%,i,-10%
CC(C)CC(=O)Nc1nnc(SCC(=O)NC2CCCCC2)s1,-3%,-40%[inhibitor],1,-7%,-11%,9%,3%,i,5%
CC(C)=CC(=O)N1CCC(n2nccc2NC(=O)CCc2ccccc2)CC1,9%,-12%,4,-19%,1%,8%,6%,i,8%
CC1CC(c2ccccc2)n2nc(NC(=O)c3cccs3)nc2N1 (stereo unspecified),7%,-6%,-11,13%,6%,8%,-3%,i,0%[9.24 µM]

Structure,HepG2 tox,SW480 rereplic,IL1B secr inh,KB-3-1 cytotox,MCF10A rerep,HT1080NT lethal,ATXN2 expr inh,S2 tox,HT1080 IDH1KD tx
CCn1c(N)nc2c1c(=O)n(C)c(=O)n2C,3%,2%,-8,8%,3%,1%,-6%,i,-1%
COc1cccc(/C=C(\C#N)c2nc3ccccc3c(=O)[nH]2)c1OC,-3%,.,.,13%,.,.,-8%,i,.
Cc1ccc(C(=O)Cc2ccccc2)cc1,9%,-5%,-14,1%,4%,9%,25%,i,12%
COc1ccc(N(CC(=O)NCc2ccccn2)S(=O)(=O)c2ccccc2[N+](=O)[O-])c(OC)c1,-4%,-14%,4,0%,-4%,18%,-33%,?,8%
CCN1CCN(c2ccc(NC(=O)COc3ccc(Cl)cc3C)cc2)CC1,-11%,15µM*,-11,?,?,-1%[9.24 µM],-15%,i,12%
Cc1cccc(Nc2nc(N)nc(N)c2S(=O)(=O)c2ccccc2)c1,-19%,.,.,1%,.,.,-2%,i,.
CCCC[C@@H](CNC)NC[C@H](Cc1ccc(O)cc1)NCCc1ccc(OCC)cc1,13µM*,?,-27,-86%,?,?,?,?,-24%
COC(=O)Cc1ccc(OC2(C)CCN(Cc3csc4ccccc34)C2)cc1 (stereo unspecified),-80%,.,23,0%,.,-5%,-12%,i,-4%
Cc1cc2oc(=O)cc(CN3CCN(S(=O)(=O)c4cccs4)CC3)c2cc1C,-1%,-5%,18,-12%,?,2%,-21%,i,9%
CC1CCCC(NC(=O)COC(=O)c2cccc(S(=O)(=O)N3CCCCC3)c2)C1C (stereo unspecified),-2%,4%,-5,7%,12%,1%,1%,i,6%
CC(C)[C@@H]1Cc2[nH][nH]c(=O)c2[C@H](c2ccc(F)cc2)O1,.,.,0,7%,.,17%,0%,i,-2%
N#Cc1cc2c(nc1SC1CCCCC1O)CCCC2 (stereo unspecified),-29%,-1%[9.22 µM],32,7%,14%,-12%,-15%,i,-1%
